# Source: PubChem BioAssay (National Center for Advancing Translational Sciences (NCATS))
# KDM5B inhibitor – KDM5B demethylase inhibition. Q9UGL1. KDM5B demethylase, FDH-coupled NADH fluorescence (FDH is formaldehyde dehydrogenase). Potency, µM (doses to about 57.7 µM), without a hit: at the highest dose activity change, negative = inhibition, most hits filed as inhibitors. actives 2.6% (n = 220,000). AID 1347165; active = well fitted inhibition curve with a large enough effect; inconclusive = small, poorly fitted or top-dose-only effect; inactive = no such curve, though single readings can be large or run the other way; note: 0% is about no effect; nearly all actives have a fitted effect of over 70% in size
# Target sequence (Q9UGL1 whole entry, looked up): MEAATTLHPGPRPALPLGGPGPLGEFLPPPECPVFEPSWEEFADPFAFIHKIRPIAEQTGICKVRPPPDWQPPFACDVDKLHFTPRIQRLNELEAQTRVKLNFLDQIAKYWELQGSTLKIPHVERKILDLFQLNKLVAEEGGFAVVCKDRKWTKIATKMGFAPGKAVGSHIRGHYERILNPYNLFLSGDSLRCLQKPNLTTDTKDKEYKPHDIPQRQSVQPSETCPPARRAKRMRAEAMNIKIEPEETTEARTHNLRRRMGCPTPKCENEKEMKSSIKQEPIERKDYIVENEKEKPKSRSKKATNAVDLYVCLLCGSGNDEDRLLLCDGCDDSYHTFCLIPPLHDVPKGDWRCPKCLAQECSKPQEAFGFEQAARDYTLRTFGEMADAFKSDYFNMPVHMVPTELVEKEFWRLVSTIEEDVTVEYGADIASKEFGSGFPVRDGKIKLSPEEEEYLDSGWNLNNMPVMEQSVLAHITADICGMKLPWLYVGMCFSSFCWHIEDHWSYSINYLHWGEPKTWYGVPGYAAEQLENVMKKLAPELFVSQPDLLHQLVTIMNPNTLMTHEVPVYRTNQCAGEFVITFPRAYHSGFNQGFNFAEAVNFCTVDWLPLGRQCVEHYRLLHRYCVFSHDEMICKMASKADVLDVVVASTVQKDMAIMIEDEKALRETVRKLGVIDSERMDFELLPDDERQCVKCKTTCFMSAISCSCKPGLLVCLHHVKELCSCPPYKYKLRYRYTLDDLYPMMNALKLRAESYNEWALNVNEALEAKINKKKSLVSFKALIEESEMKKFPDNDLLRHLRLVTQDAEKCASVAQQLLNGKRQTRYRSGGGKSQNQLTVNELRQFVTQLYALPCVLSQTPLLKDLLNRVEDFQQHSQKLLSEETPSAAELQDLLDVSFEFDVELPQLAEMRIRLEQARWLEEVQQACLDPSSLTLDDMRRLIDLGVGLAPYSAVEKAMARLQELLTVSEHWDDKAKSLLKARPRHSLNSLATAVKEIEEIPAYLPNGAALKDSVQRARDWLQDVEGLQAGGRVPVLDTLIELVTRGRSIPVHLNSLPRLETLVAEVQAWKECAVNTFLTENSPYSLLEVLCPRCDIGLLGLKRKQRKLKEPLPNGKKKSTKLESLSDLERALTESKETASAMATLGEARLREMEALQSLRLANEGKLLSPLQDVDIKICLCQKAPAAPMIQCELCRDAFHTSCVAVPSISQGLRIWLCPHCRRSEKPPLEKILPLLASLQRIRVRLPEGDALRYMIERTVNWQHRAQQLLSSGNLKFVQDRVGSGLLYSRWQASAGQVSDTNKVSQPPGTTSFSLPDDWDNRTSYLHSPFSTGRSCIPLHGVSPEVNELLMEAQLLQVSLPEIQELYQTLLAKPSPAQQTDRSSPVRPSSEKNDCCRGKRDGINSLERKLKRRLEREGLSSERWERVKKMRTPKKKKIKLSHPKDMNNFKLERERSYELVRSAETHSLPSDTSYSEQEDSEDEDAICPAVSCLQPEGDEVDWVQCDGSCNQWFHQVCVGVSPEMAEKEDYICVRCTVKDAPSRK
#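 qHTS format, multiple compound concentrations. Buffer 50 mM HEPES pH 7.5/0.01% Tween-20; 200 nM KDM5BΔAP final; 10 min compound preincubation; substrate-mix levels 12.5 µM peptide, 25 µM α-KG, 0.25 mM NAD⁺; 30 min RT; ΔRFU.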
# Starred values were filed as active, the others as inactive; ? = inconclusive; [ ] = another dose, or the depositor's remark. Potency is the fitted concentration of half-maximal effect. The list is partial; rates above refer to the full screens.
Structure,KDM5B inhibitor
O=C(CSCc1ccc(F)cc1)NCc1ccc(F)cc1,1%
CN(C(=O)CN1CCN(c2oc(-c3ccco3)nc2C#N)CC1)c1ccccc1,?
Cc1cccc(C(=O)NCC2Cn3cccc3C(=O)N2Cc2ccccc2)c1 (stereo not drawn),2%
CCOC(=O)CS(=O)(=O)C(c1ccccc1)S(=O)(=O)CC(=O)OCC,18%
N#CC1=C(N)OC2=C(C(=O)CCC2)C1c1ccc(OC(=O)c2ccccc2)cc1 (stereo not drawn),13%
Cc1cccc(N(CC(=O)NCCSc2ccc(Cl)cc2)S(C)(=O)=O)c1C,?
CCCCCCCCCCSc1ccc(C(C)=O)cc1,19%
CCc1nc(CN2CCN(c3ccc(C(F)(F)F)cn3)CC2)c(C)[nH]1,3%
O=C(Cc1ccccc1)NCC1CN(C(=O)Cc2cccc(Oc3ccccc3)c2)CC12CN(c1ccccc1)C2 (stereo not drawn),?
CCN1CCN(c2nc3c(c(=O)[nH]c(=O)n3C)n2CC(O)COc2ccccc2)CC1 (stereo not drawn),?
COc1ccccc1CC(=O)N1CCCc2ncc(C(=O)Nc3ccc(OC)c(OC)c3)cc21,17%
CCc1ccc(OC(C)C(=O)Nc2c(C(=O)c3ccccc3)oc3ccccc23)cc1 (stereo not drawn),-40%
Cc1cc(C)cc(NC(=O)CSc2nc3nccnc3c(=O)n2CCc2ccccc2)c1,-1%
Cc1cc(=O)n(CC(=O)NC(C)CCc2ccccc2)c(N2CCc3ccccc3C2)n1 (stereo not drawn),-7%
Cc1ccccc1-c1nc(SCC(=O)NCC2CCCO2)c2c(=O)n(C)c(=O)n(C)c2n1 (stereo not drawn),-18%
O=C(Nc1cc2c(cc1C(O)c1ccc(Br)cc1)OCCO2)c1ccc(F)cc1 (stereo not drawn),-9%
O=C(O)c1ccc(O)c(Cl)c1,-10%
Cc1nc(C)c(C(=O)c2ccccc2)cc1C(=O)c1ccccc1,8%
O=C(c1ccoc1)N1CCC2(CC1)CN(Cc1ccccc1)CC2CO (stereo not drawn),?
COc1ccc(-c2nc(CS(=O)CC(=O)N3CCN(C)CC3)c(C)o2)cc1OC (stereo not drawn),-26%

# 4 entries from above, as labelled records:
> N#CC1=C(N)OC2=C(C(=O)CCC2)C1c1ccc(OC(=O)c2ccccc2)cc1 (stereo not drawn)
  KDM5B inhibitor = 13%

> Cc1cccc(N(CC(=O)NCCSc2ccc(Cl)cc2)S(C)(=O)=O)c1C
  KDM5B inhibitor = ?

> CCCCCCCCCCSc1ccc(C(C)=O)cc1
  KDM5B inhibitor = 19%

> CCc1nc(CN2CCN(c3ccc(C(F)(F)F)cn3)CC2)c(C)[nH]1
  KDM5B inhibitor = 3%

# Next part:
Structure,KDM5B inhibitor
CC(C)C(C)NC(=O)c1csc2c1CCCC2 (stereo not drawn),12%
Clc1ccc(Cc2nc(-c3ccc(Br)o3)no2)cc1,19%
Cc1ccccc1CN1CCC(CNC(=O)c2cccc3c2SCCC3=O)CC1,-7%
Cc1cnc(C(=O)Nc2ccccc2C(=O)NCCc2ccccc2)cn1,17%
N#CCSc1ccccc1C(=O)NC1CC1,10%
O=C(NCC(c1ccco1)N1CCCC1)c1cc2ccccc2oc1=O (stereo not drawn),171%[activator]
COc1ccc(-c2c(C)nn3c(-c4ccccc4)cc(-c4ccccc4)nc23)cc1OC,10%
O[C@H]1[C@H](NCc2ccccc2)[C@H]2CO[C@H](O2)[C@@H]1N1CCC(Cc2ccccc2)CC1,-14%[86.2 µM]
Cc1cccc(N2CCN(C(=O)C3CCCN(C(=O)c4cccnc4)CCC(=O)NCC3)CC2)c1 (stereo not drawn),-5%
CC(C)CC(=O)Nc1ccc2oc(-c3ccc(Cl)cc3)nc2c1,40%[activator]
COc1ccc(CCNc2nc(SCc3cccc(F)c3)nc3ccccc23)cc1OC,-16%
c1ccc(-c2nnc(CSc3nnc(C4COc5ccccc5O4)o3)o2)cc1 (stereo not drawn),?
CC(=O)Nc1ccc(CN2C(=O)OC3(CCN(C(=O)c4cccc(C#N)c4)CC3)C2(C)c2ccccc2)cc1 (stereo not drawn),-12%
COc1ccc(C(=O)OCc2ncc(-c3ccccc3)o2)c(O)c1,54%[activator]
CCCn1nc(C(=O)OCC(=O)Nc2ccc3c(c2)OCO3)c2ccccc2c1=O,4%
COc1ccc(-c2nc(Nc3ccccc3C)c3ccccc3n2)cc1,?
O=C(c1ccc2[nH]ccc2c1)N1CCC2(CC1)Nc1ccccc1NC2=O,-19%
CCC(CC)C(=O)Nc1sc(Nc2ccc(C)cc2)nc1C(N)=O,-3%
COc1ccc(C(=O)N2CCC(N3C(=O)CCC3C(=O)NCc3ccccc3)CC2)cc1 (stereo not drawn),-1%
O=C(NC1CCS(=O)(=O)C1)/C(=C\c1ccco1)NC(=O)c1ccccc1 (stereo not drawn),0%

# More entries
Structure,KDM5B inhibitor
Cc1c(Cc2ccccc2)c(=O)oc2c(C)c(OCC(=O)N(C)C)ccc12,?
Cc1cncn1CCc1nc2c3ccccc3nc(SCC(=O)Nc3ccc(F)cc3)n2n1,5%
O=C(NC1CCN(c2cc(-c3cccs3)[nH]n2)C1)c1ccccc1Cl (stereo not drawn),14µM*
Cc1ccccc1CNC(=O)c1ccc2c(c1)C(O)CCCCCN2C (stereo not drawn),?
CCCCc1nc2sc(C(=O)OCC)c(N)c2c2c1COC(C)(C)C2,-29%
Cc1ccc(NS(=O)(=O)c2cc([N+](=O)[O-])ccc2NN)c(C)c1,-19%
CCCCCNC(=O)c1ccc2c(=O)n(CCc3ccccc3)c(=O)[nH]c2c1,-9%
COC(=O)c1ccc(CNC(=O)C2CC=CCC2)cc1 (stereo not drawn),-3%
COc1ccc(C(=O)NCCn2cccc2-c2nc(-c3ccccc3)no2)cc1,?
Cc1ccc(S(=O)(=O)Cc2noc([C@@H]3C[C@@H](O)CN3C(C)C)n2)cc1,2%[86.2 µM]
COc1cccc(-c2cc3c(ccn3C)c(C(=O)NCCc3cnc[nH]3)n2)c1OC,40µM*
CC(=O)Nc1c(-c2ccc(Cl)cc2)c(=O)c2ccccc2n1C,?
COCC(=O)N[C@@H]1CN(Cc2ccc(C#N)cc2)CC[C@@H]1c1nc(C)no1,?
Cc1ccc(-c2nnn(CC(=O)N(c3ccc(F)cc3)C(C(=O)NC3CCCC3)c3ccncc3)n2)o1 (stereo not drawn),23%
Cc1cc(C(=O)NC2CC(c3cc(=O)[nH]cn3)C2)cc(S(N)(=O)=O)c1C (stereo not drawn),-3%
CCc1ccccc1Nc1nn2c(=O)c3ccc(C(=O)NC(C)c4ccccc4)cc3nc2s1 (stereo not drawn),?
CC(CNC(=O)Cn1nc(C(N)=O)c2ccccc2c1=O)(c1ccccc1)c1ccccc1,7%
CCn1cc(C(=O)N[C@@H](C)C(=O)NCCCO)c(=O)c2cc3c(cc21)OCO3,?
COc1ccc(-c2noc(Cn3c(=O)c4ccccc4n(CC(=O)Nc4cccc(OC)c4)c3=O)n2)cc1,?
CCCCCn1nc(C(=O)N2CCCC(C(N)=O)C2)c2ccccc2c1=O (stereo not drawn),-6%

# Part of the list above in order of molar mass, smallest number first.
Structure,KDM5B inhibitor
COC(=O)c1ccc(CNC(=O)C2CC=CCC2)cc1 (stereo not drawn),-3%
Cc1ccccc1CNC(=O)c1ccc2c(c1)C(O)CCCCCN2C (stereo not drawn),?
Cc1ccc(S(=O)(=O)Cc2noc([C@@H]3C[C@@H](O)CN3C(C)C)n2)cc1,2%[86.2 µM]

# The listing continues:
Structure,KDM5B inhibitor
O=C(COc1ccccc1)N(Cc1ccc(-c2ccc(Cl)cc2)o1)C1CCS(=O)(=O)C1 (stereo not drawn),-20%
CCOC(=O)N1CCN(C(=O)c2cnn3c(C(F)(F)F)cc(-c4cccs4)nc23)CC1,15%
NC(=O)[C@H](Cc1ccc(O)cc1)NC(=O)C1=C[C@@H](NS(=O)(=O)c2cccs2)[C@@H](O)[C@H](O)C1,-14%
Cc1nnc2ccc(N3CCOCC3)nn12,12%
Cc1nc2ccc(S(=O)(=O)N(C)CC(=O)Nc3ccc(C(C)C)cc3)cc2s1,4%
Cn1c(=O)c2c(ncn2CC(=O)Nc2ccccc2Cl)n(C)c1=O,-13%
Cn1cc(C(=O)NC2CCN(S(C)(=O)=O)CC2)c2ccccc21,14%
Cc1noc2c(NC3CCOCC3)cc(-c3ccccn3)nc12,?
COC(=O)c1ccc(S(=O)(=O)NCc2ccc(S(N)(=O)=O)cc2)n1C,7%
CCCOCCc1nc2c([nH]1)CC(C)(C)CNC2=O,-20%
CSC(C)C(=O)Nc1ccc(Cl)c(Cl)c1 (stereo not drawn),23%
O=C(CCn1nc(-c2ccccc2)c2ccccc2c1=O)N1CCOCC1,7%
Cc1ccnc(NC(=O)CCc2ncc(-c3ccccc3F)o2)c1,8%
CCc1ccc(S(=O)(=O)Nc2c(C)n(C)n(-c3ccccc3)c2=O)cc1,38%
CCOC(=O)c1c(C)[nH]c(C)c1S(=O)(=O)NCC(=O)Nc1ccc(C)cc1C,-18%
N#CC[n+]1cccc(-c2ccccc2)c1,?
O=C(CCc1c[nH]c2ccccc12)N1CCN(CC(=O)N2CCCCCC2)CC1,7%
COC1C(=O)N(C2CCN(C(=O)Cc3cccnc3)CC2)C12CCOCC2 (stereo not drawn),23%
O=C(CCC(=O)OCC(=O)c1cccc([N+](=O)[O-])c1)NC1CCCCC1,13%
O=C(CCn1ccccc1=O)Nc1ccccc1F,-5%

# (more compounds)
Structure,KDM5B inhibitor
Cc1ccccc1OCCC(=O)Nc1cccc2cccnc12,-5%
COc1ccc(OC)c(NC(=O)c2cn(CC(C)C)c(=O)c3cc(OC)c(OC)cc23)c1,1%
CC(C)N1C(=O)C2(CCCCC2)C1C(=O)N1CCCCC1 (stereo not drawn),15%
Cc1ccc(C(=O)COC(=O)c2cc3ccccc3[nH]2)c(C)c1,4%
COC(=O)C1(C(=O)OC)C(c2ccccc2)CC(=O)CC1c1ccccc1 (stereo not drawn),-4%
O=C(Nc1ccc(F)cc1F)c1ccc2c(Cl)c3c(nc2c1)CCC3,20%
CCc1noc(-c2cn(C3CCN(C(=O)c4cccc(C#N)c4)CC3)nn2)n1,-16%
COc1cc(OC)cc(C(=O)Nc2ccc3c(c2)N(C2CCCC2)C(=O)c2ccccc2S3)c1,?
CCN(CCCNC(=O)c1cc(Nc2ccc(OC)cc2)nc2ccccc12)c1cccc(C)c1,?
CC(=O)Nc1ccc2c(c1)nc(CCn1ccnc1C)n2C,13%
O=C(CN1C(=O)CC(c2ccco2)Sc2ccccc21)Nc1cccc(C(F)(F)F)c1 (stereo not drawn),-66%
CCOC(=O)c1[nH]c(C)c(CCC(=O)Nc2ccc(C(C)=O)cc2)c1C,-5%
Cc1noc(-c2ccn3c(CNC(=O)CCC4CCCC4)nnc3c2)n1,22µM*
CC1CCC(NC(=O)c2noc(-c3ccc(C#N)cc3)n2)CC1 (stereo not drawn),16%
CC(C)C(=O)N1CCCC2(Cc3ccccc3CN2[S+](=O)([O-])c2ccccc2)C1 (stereo not drawn),-2%[115 µM]
CCn1c2ccccc2c2cc(NC(=O)c3ccc[n+]([O-])c3)ccc21,13%
CC1CCCN(C(=O)C2CCN(C(=O)c3cc4ccccc4n3C)CC2)C1 (stereo not drawn),3%
Cc1ccc(CN2C(=O)N/C(=C\c3ccc(-c4ccc(C(=O)O)cc4C)o3)C2=O)cc1,?
O=C(NCc1ccccn1)C1CCN(C(=O)N2CC3CC(C2)[C@H]2CCCC(=O)N2C3)CC1 (stereo partly drawn),?
CCN(CCC(F)(F)F)C(=O)c1ccc2ccccc2n1,3%

# (list continues)
Structure,KDM5B inhibitor
CCOc1ccc(N(CC(=O)NCc2ccc(Cl)cc2Cl)S(C)(=O)=O)cc1,-2%
Cc1ccccc1CC(=O)N1CCC(n2cc(-c3nc(-c4ccccc4)no3)nn2)CC1,6%
Cc1ccc(/C=N/O)cc1,14%
Cc1ccc(S(=O)(=O)Nc2ccc3c(c2)CN(CCc2ccc(F)cc2)C(=O)C(C)O3)cc1F (stereo not drawn),-10%
COc1cccc(C2C(C#N)=C(N)Oc3cc(C)n(CCCN4CCOCC4)c(=O)c32)c1 (stereo not drawn),1%
CCn1c(CO)nnc1C1CC(NC(=O)CCCc2ccc(F)cc2)C1 (stereo not drawn),13%
CNC(=O)c1cccc(NC(=O)c2nc(C(O)c3ccccc3F)oc2C)c1 (stereo not drawn),7%[86.2 µM]
COc1ccccc1Cn1c(-c2ccccc2)nc(C)c(CCO)c1=O,-33%
CN1C(=O)c2cccn2CC1C(=O)N1CCCCC1 (stereo not drawn),-30%
CSCC(=O)N(Cc1ccncc1)C1CCN(C)CC1,-19%
CN1C(=O)NC(c2ccc(O)cc2)C2=C1CN(c1ccccc1)C2=O (stereo not drawn),2%
O=C(Nc1cccc(C(F)(F)F)c1)N[C@H]1CO[C@H]2[C@@H]1OC[C@@H]2n1cc(CC2CCCCC2)nn1,-8%
COC(=O)c1c(C)[nH]c(-c2ccc(OC)cc2F)c1C1C(=O)Nc2ccccc21 (stereo not drawn),-4%
COc1ccc(C(=O)CSc2nnn(-c3cccc(NC(C)=O)c3)n2)cc1,-5%
N#Cc1nc(COc2ccc3c(c2)OCO3)oc1NC1CC1,-2%
